# Screening results: PubChem, National Center for Advancing Translational Sciences (NCATS)
# S3 lipid droplet: qHTS Assay for Lipid Storage Modulators in Drosophila S3 Cells | Drosophila S3 cells, BODIPY lipid droplet fluorescence, 18-24 h; cells fed with added oleic acid | 0.64% of 320,000 active | AID 2685 | Potency in µM for hits, for the others lipid storage change, negative = inhibition, % at the top dose, mostly 46.1 µM; active = well fitted inhibition curve with a large enough effect in the signal ratio, with a control signal flat, not every such curve was filed as active; inconclusive = small, poorly fitted or top-dose-only effect, or effect the other way, or a change in a side signal; the % refers to the signal ratio
#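 Drosophila S3 cells loaded with oleic acid (400 uM, as added) and compounds at several concentrations; lipid droplets imaged by 488-nm laser-scanning cytometry, 500–530 nm intensity and object ratio to cell channel. Percent activity normalized to 20 uM Triacsin C.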
# S3 lipid droplet cell count max: also measured in S3 lipid droplet; calls as there; cell number change, %; measured here: cell count max response;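 cells counted by Cell Tracker Red CMTPX staining in the red channel; peak over a dose series mostly up to 46.1 µM; percent activity relative to internal control wells on each plate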
# The depositor's hits bear a star; i = inactive; ? = inconclusive; / = no result given. % is scaled to controls: 0 for no effect and ±100 for the full control effect; potency is read from the fitted curve at half-maximal effect.
# Below each compound: S3 lipid droplet, S3 lipid droplet cell count max
- O=C(CSc1ccccc1)Nc1ccc2sccc2c1
  i, 19.1
- C=CCn1c(SCC(=O)Nc2ccccc2-c2ccccc2)nc2cc(C(=O)O)ccc2c1=O
  ?, /
- Cc1nc(NC(=O)CC(C)C)sc1-c1csc(Nc2ccc(Cl)cc2Cl)n1
  -32.4%, /
- N#C/C(=C(/O)C(Cl)c1ccccc1)c1nc2ccccc2s1 (centres undefined)
  ?, /
- CC(C)c1nnc(NC(=O)c2cccnc2)s1
  i, -8.4
- O=C(COC(=O)CCCNC(=O)c1ccc(Cl)cc1)NCc1ccccc1Cl
  i, 19.0
- CC(C)(C)c1ccc(COC(=O)CNC(=O)CNC(=O)Cc2ccccc2)cc1
  11.8%, 5.1
- COc1ccc(-c2nsc(C(=O)N(c3ccc(F)cc3)C(C(=O)NC3CCCC3)c3ccc(OC)cc3)c2N)cc1 (centres undefined)
  i, 1.8
- COc1ccccc1NC(=O)CSc1nnnn1-c1ccc(C(=O)O)cc1
  1.5%, 4.4
- CC(=O)c1cc(-c2ccccc2)n(CC(=O)NCc2cccs2)c1C
  -1.7%, -14.9
- CCOC(=O)N1CCN(C(=O)c2ccccc2NC(=O)c2ccc(OC)cc2)CC1
  i, /
- Cc1ccccc1/C=N/N1CCN(c2ccccc2)CC1
  ?, /
- Cc1cc(NS(=O)(=O)c2ccccc2)c([N+](=O)[O-])cc1C
  ?, /
- O=C(O)c1cccc(CN2C(=O)S/C(=C/c3cccc([N+](=O)[O-])c3)C2=O)c1
  -14.1%, 16.8
- CC(=O)Nc1ccc(C(=O)CSc2nnc(C)o2)cc1
  ?, /
- CCc1cccc(CC)c1C(O)c1cccnc1 (centres undefined)
  ?, /
- O=C(c1ccc(=O)oc1)N1CCCc2ccccc21
  ?, /
- Cc1ccc(NC(=S)Nc2ccc(S(=O)(=O)Nc3ncccn3)cc2)cc1Cl
  -3.6%, -14.1
- Cc1ccc(NCc2nnc(SCC(=O)Nc3ncc(C)s3)n2Cc2ccco2)c(C)c1
  ?, /
- CC(C)C(=O)NCC(c1ccc2c(c1)OCO2)N1CCOCC1 (centres undefined)
  ?, /
- CC1(C)CC(=O)C(C=NCCN2CCN(C(=S)NC3CCCCC3)CC2)=C(O)C1
  6.3%, /
- Cn1c(CC(=O)Nc2ccccc2Cl)nnc1SCC(=O)NC1=NCCS1
  i, 8.1
- CC(C)(C)OC(=O)N1CCC(c2cc(=O)n3[nH]cc(C(=O)NC4CCCC4)c3n2)CC1
  -14.3%, -2.9
- O=C(CCCc1ccccc1)NCc1cn2ccsc2n1
  ?, /
- O=C(NCc1ccc(F)cc1)C1CCN(c2cnccn2)CC1
  -4.8%, -8.8
- Cn1c(Cn2c(=O)sc3ccccc32)nnc1SCC(=O)NC1CCCC1
  1.7%, 1.3
- Nc1scn[n+]1Cc1cccc2cccnc12
  ?, /
- COC(=O)C1=C(C)n2nnnc2NC1c1ccc(Cl)cc1 (centres undefined)
  i, /
- Cc1cc(C)c(NC(=S)NC(=O)c2ccc(-c3ccccc3)cc2)c(C)c1
  -7.1%, -4.9
- O=C(CSc1nc(-c2ccco2)cc(C(F)(F)F)n1)N1CCN(Cc2ccccc2)CC1
  ?, /
- COc1ccc(-c2c/c(=N\c3nc(-c4ccccc4)c(C)s3)c3ccccc3o2)cc1O
  ?, /
- COc1ccc(C2=Nn3c(nnc3-c3cccnc3)SC2)cc1OC
  ?, /
- COC(=O)c1cncc(C)c1
  -0.2%, 16.2
- O=C(CSc1nc2ccccc2nc1N1CCCCC1)Nc1ccc(F)cc1
  ?, /
- Nc1nc(SCc2nc(-c3ccccc3)no2)[nH]c(=O)c1-c1ccccc1
  ?, /
- CSc1ccccc1C(=O)NCc1ccc(C)cc1
  ?, /
- Cc1ccc2nc(C3CCN(S(=O)(=O)c4ccc5ccccc5c4)CC3)[nH]c2c1
  0.4%, -15.3
- CC(C)CNC(=O)C1CCN(c2ccc(S(=O)(=O)N3CCOCC3)cc2Cl)CC1
  ?, /
- CCC(C)OC(=O)c1cc(C)nc2c(Br)cc(Br)cc12 (centres undefined)
  5.8%, 5.7
- CNS(=O)(=O)c1cccc(C(=O)OCC(=O)Nc2ccc(OC)cc2[N+](=O)[O-])c1
  -21.5%, -6.3
- COc1ccccc1C(=O)NC(CCSC)C(=O)NCCCSc1ccccc1 (centres undefined)
  0.4%, 18.6
- C=CCOC(=O)C1=C(C)N=c2s/c(=C3\C(=O)N(CC(=O)O)c4ccccc43)c(=O)n2C1c1ccc(OC)cc1 (centres undefined)
  0.2%, 6.1
- COc1cc2c(cc1NC(=O)COC(=O)[C@@H](NC(=O)c1ccccc1F)C(C)C)oc1ccccc12
  ?, /
- O=C(OCCN=C1NS(=O)(=O)c2ccccc21)c1ccccc1
  ?, /
- COCCCNC(=S)N1CCN(c2nc(-c3ccccc3)cs2)CC1
  -16.8%, 0.8
- O=C(NCCCN1CCN(Cc2ccccc2Cl)CC1)Nc1ccccc1
  i, 11.8
- Cc1cccc(-n2c(=S)[nH]c3nc4c(cc3c2=O)COC(C)(C)C4)c1
  -10.4%, 18.9
- NC(=O)c1c(NC(=O)C2c3ccccc3Oc3ccccc32)sc2c1CCCCC2
  ?, /
- COc1ccc(-n2nc(C(=O)NCc3ccco3)c3ccccc3c2=O)cc1
  ?, /
- Cc1cccc(/C=N/NC(=O)CN2CCCCCCC2)c1
  3.8%, 17.7
- O=C1CCCC2=C1C(c1cccs1)Nc1ccc3ncccc3c12 (centres undefined)
  -3.9%, 14.1
- Cc1ccccc1-c1nc(S(=O)(=O)c2ccc(Cl)cc2)c(NCCN2CCOCC2)o1
  ?, /
- CC(=O)Nc1cccc(NC(=O)Nc2ccc(C)c(Cl)c2)c1
  ?, /
- CCn1cnc2cc(NCc3ccccc3Cl)ccc21
  2.4%, -13.5
- CCOC(=O)C1(CC2CCCCO2)CCN(C(=O)Nc2ccccc2CC)CC1 (centres undefined)
  2.7%, -8.7
- C=CCNc1nc(-c2sc(NC(=O)CC)nc2C)cs1
  ?, /
- CCOc1ccc(N2C(=O)Nc3ccc(Br)cc3C2(O)C(=O)NCCCN(C)C)cc1 (centres undefined)
  ?, /
- CCC(=O)c1cn(CC(=O)Nc2ccccc2Cl)c2ccccc12
  -10.3%, /
- COc1cc2c(cc1OC)C(c1cccnc1)CC(=O)N2 (centres undefined)
  11.6%, -0.9
- COc1ccc(CCNC(=O)CC2(CC3=NS(=O)(=O)c4ccccc4N3)CCCC2)cc1OC
  ?, /

# The list continues:
# Below each compound: S3 lipid droplet, S3 lipid droplet cell count max
- Cc1nc(S(=O)(=O)N(C)c2ccccc2)c(C#N)c(C)c1Cl
  ?, /
- CCCCCCOc1ccc(/C(C)=N/NC2=NCCN2)cc1
  ?, /
- CCCn1cc(S(=O)(=O)c2ccc(C)cc2)c(=O)c2cc(OC)ccc21
  -15.0%, -6.0
- Cc1nnsc1-c1c(C(=O)O)c(C)nn1-c1ccc(OC(F)(F)F)cc1
  1.3%, -8.5
- Cc1cccc(C(=O)Nc2ccccc2C(=O)OCc2c(C)noc2C)c1
  16.4%, -6.7
- CC(=O)N1CCN(Cc2nc3cc(NC(=O)c4ccccc4C)ccc3n2C)CC1
  -1.4%, -6.2
- COc1cc(S(=O)(=O)Nc2ccc(C)cc2)ccc1N=Cc1c(C)[nH]n(-c2ccc(C)cc2)c1=O
  ?, /
- Cc1cc(C)c(NC(=O)c2ccccc2N(C)S(C)(=O)=O)c(C)c1
  ?, /
- O=C(O)c1csc(-c2ccccc2)n1
  ?, /
- Cc1ccc(S(=O)(=O)NC2(C(F)(F)F)NC(=O)N(c3ccccc3F)C2=O)cc1 (centres undefined)
  i, -0.8
- C#CCSc1nc(Cc2ccc(Cl)cc2)nc2ccccc12
  ?, /
- COc1ccccc1NC(=O)Cn1ccn(-c2cccc3ccccc23)c(=O)c1=O
  i, /
- COc1cc(/C=N/N2C(=O)C3C4c5ccccc5C(c5ccccc54)C3C2=O)ccc1O (centres undefined)
  4.2%, 0.3
- O=C(Cc1c[nH]c2ccccc12)NCc1ccc2c(c1)OCO2
  ?, /
- CC(=O)OC1CC(n2ccc(NC(=O)c3ccccc3)nc2=O)OC1CO (centres undefined)
  7.5%, 12.9

# Entries of single compounds, quoted from the list. Values in the order: S3 lipid droplet	S3 lipid droplet cell count max
# Cc1cccc(C(=O)Nc2ccccc2C(=O)OCc2c(C)noc2C)c1 in the list: 16.4%	-6.7
# Cc1ccc(S(=O)(=O)NC2(C(F)(F)F)NC(=O)N(c3ccccc3F)C2=O)cc1 (centres undefined) in the list: i	-0.8

# Other results.
# Below each compound: S3 lipid droplet, S3 lipid droplet cell count max
- Fc1ccc(C2c3cccn3CCN2C(=S)Nc2cccc(F)c2)cc1 (centres undefined)
  ?, /
- CCOC(=O)CSc1nc(-c2ccc3c(c2)OCO3)ccc1C#N
  ?, /
- COc1ccccc1CC(=O)NCC1CCCO1 (centres undefined)
  5.3%, 3.1
- Cc1ccnc(NS(=O)(=O)c2ccc(NC(=O)C3CC3)cc2)n1
  23.9%, /
- Cn1c(CNC(=O)CCNC(=O)c2ccc(F)c(F)c2)cc(=O)n(C)c1=O
  -10.4%, 22.3
- CCC(=O)N1c2ccccc2NC2=C(C(=O)CC(C)(C)C2)C1c1ccc(O)c(OC)c1 (centres undefined)
  10.7%, 9.8
- CCOc1ccc(NC(=O)CN2CCC(n3cnc4cc(F)ccc43)CC2)cc1
  9.7%, 5.6
- CCCCC(=O)N/C(N)=N/c1nc2ccccc2o1
  1.9%, 0.5
- CC(=O)Nc1ccc(S(=O)(=O)N2CCCCC2C(=O)O)cc1 (centres undefined)
  ?, /
- Cc1nn(-c2ccccn2)c2c1C(=O)C(Br)CC2 (centres undefined)
  ?, /
- COc1cc(/C=C(\C#N)C(=O)Nc2ccccc2)ccc1OCCN1CCOCC1
  ?, /
- CCOC(=O)c1c(NC(=O)CC2Sc3ccc(C(F)(F)F)cc3NC2=O)sc(C)c1C (centres undefined)
  13.9%, -2.0
- FCCCOc1ccc(/C=N/OCc2ccc(Cl)cc2Cl)cc1
  15.1%, -10.4
- N[C@@H](Cc1ccccc1)c1nnc(SCc2ccccc2F)o1
  16.4%, 10.9
- COc1cc2cnc(-c3ccccc3)c(-c3cc(OC)c(OC)c(OC)c3)c2cc1OC
  2.9%, 2.1
- Cc1ccc(CNC(=O)CNS(=O)(=O)c2ccc(Br)s2)cc1
  ?, /
- Cc1cc2ccccc2c(=O)n1CC(=O)NCC(=O)N1CCCC(C)C1 (centres undefined)
  ?, /
- CC(=O)c1cnc2c(-c3ccccc3)c(-c3ccccc3)nn2c1C
  -24.1%, 9.8
- COc1ccc(OC)c(NS(=O)(=O)c2ccc3c(c2)n(C)c(=O)n3C)c1
  ?, /
- CC1CCc2[nH]c3ccc(C(=O)NCCCOC(C)C)cc3c2C1 (centres undefined)
  0.9%, 4.2
- O=C(O)CCCC(=O)Nc1ccc(N2CCCC2)cc1
  ?, /
- O=C(Nc1cccnc1)c1noc2c1CCCC2
  ?, /
- CN(C)c1ccc(CNCCC2(O)CCOC(C)(C)C2)cc1 (centres undefined)
  ?, /
- CC(C)(C)c1ccc(Oc2coc3cc(OCC(=O)O)ccc3c2=O)cc1
  i, /
- Cc1ccccc1OCC(O)Cn1c(N2CCN(c3ccccc3)CC2)nc2c1c(=O)[nH]c(=O)n2C (centres undefined)
  20.5%, 1.0
- CO/N=C/NC(=O)c1cn(-c2ccc(F)cc2)c(=O)c2ccccc12
  ?, /
- Cc1ccc(NC(=O)CCNS(=O)(=O)c2cc(Br)cnc2N)cc1Cl
  -1.5%, 14.3
- CCOc1ccc(C(=O)CN2C(=O)NC3(CCCCCC3)C2=O)cc1
  ?, /
- Cc1cc(NC(=O)c2ocnc2C)no1
  9.0%, -15.2
- COc1ccc(/C=C(/NC(=O)c2ccco2)C(=O)NCCc2ccccc2)cc1
  ?, /

# Reprinted from the part before: five entries, followed by the next part.
# Below each compound: S3 lipid droplet, S3 lipid droplet cell count max
- CO/N=C/NC(=O)c1cn(-c2ccc(F)cc2)c(=O)c2ccccc12
  ?, /
- Cc1ccc(NC(=O)CCNS(=O)(=O)c2cc(Br)cnc2N)cc1Cl
  -1.5%, 14.3
- CCOc1ccc(C(=O)CN2C(=O)NC3(CCCCCC3)C2=O)cc1
  ?, /
- Cc1cc(NC(=O)c2ocnc2C)no1
  9.0%, -15.2
- COc1ccc(/C=C(/NC(=O)c2ccco2)C(=O)NCCc2ccccc2)cc1
  ?, /
- COc1c(Cl)cc(Cl)cc1C(=O)Nc1ccc(NC(C)=O)cc1
  -3.0%, 16.0
- Cn1c(NCc2ccccc2)cc(=O)n(C)c1=O
  ?, /
- COc1ccc(/C=N\NS(=O)(=O)c2ccc(Cl)cc2)cc1COc1ccccc1[N+](=O)[O-]
  -0.3%, -8.7
- O=C(c1cc2ccccc2o1)N1CCCCCC1
  -7.7%, -25.2
- O=S(=O)(NC1CCCC1)c1ccccc1Br
  3.6%, 6.7
- N#C/C(=C\c1ccc(F)cc1F)S(=O)(=O)c1ccccn1
  ?, /
- O=C(NCCCN1CCOCC1)c1ccc2c(c1)N(Cc1ccccc1)C(=O)c1ccccc1S2=O (centres undefined)
  i, -4.7
- CCOC(=O)C(NC(=O)c1ccccc1F)(Nc1cc(C)on1)C(F)(F)F (centres undefined)
  -3.2%, -9.3
- COCCN(C(=O)Cn1nnc2ccccc21)C(C(=O)NC1CCCC1)c1cc(OC)ccc1OC (centres undefined)
  i, /
- COc1ccc(N(CC(=O)N2CCN(c3ccc(Cl)cc3)CC2)S(=O)(=O)c2c(C)n[nH]c2C)cc1
  3.7%, -11.0
- Cc1ccccc1-c1nc(-c2ccccn2)no1
  ?, /

# The list is partial; rates above refer to the full screens.
